Screening results deposited in PubChem BioAssay by National Center for Advancing Translational Sciences (NCATS).
Pf Dd2 inh: Plasmodium falciparum Dd2 growth inhibition; Potency, µM (titrated, usually from 28.9 µM), without a hit: top-dose activity, negative = inhibition, usual class: inhibitors; P. falciparum Dd2 growth, SYBR Green, 72 h; actives 4.3% (n = 120,000); active = well fitted inhibition curve with a large enough effect; inconclusive = small, poorly fitted or top-dose-only effect; inactive = no such curve, though single readings can be large or run the other way;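 note: plate controls were DMSO vehicle for no effect and reference drug for full effect; nearly all actives have a fitted effect of over 65% in size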
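Readout: SYBR Green fluorescence, 485 nm excitation, 535 nm emission, after ~16 h lysis at 37C. Before that, Dd2-infected red cells (2.5% hematocrit) grew 72 h with compound, 29 uM top final concentration.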
* hit, by the source's call; i = inactive; u = inconclusive; & = joins results of further samples; [ ] = another dose, or the depositor's remark. Potency is the fitted concentration of half-maximal effect. This is a subset, so the mix of outcomes need not match the whole.

SMILES	Pf Dd2 inh
COc1ccc(OC)c(NC(=O)CN2CC3CC(C2)[C@H]2CCCC(=O)N2C3)c1 (stereo partly drawn)	-11%
O=C(CCc1ccccc1)N1C[C@@H](CO)[C@H](c2nc(C3CC3)no2)C1	u
CCC(C(=O)N1CCN(c2cc(C)ccc2C)CC1)n1nc(C)n2c(cc3occc32)c1=O (stereo not drawn)	-4%
COCCN1CCCCCC(O)c2cc(C(=O)NCCc3ccncc3)ccc21 (stereo not drawn)	-3%
Cc1ccc(-c2nn3c(=O)cc(CN4CCN(C(=O)Nc5cccc(C(F)(F)F)c5)CC4)nc3s2)cc1	-19%
CN1CCCCCCN(C(=O)c2ccccn2)[C@H]2CCC[C@H]2C1=O	0%
CN(CC1CCOCC1)C(=O)Nc1cccc(Br)c1	14%
COCCNC(=O)[C@@H](C)C1CCc2c(C)cc(OC)c(C)c2[C@@H]1O (stereo partly drawn)	23%[44.1 µM]
COc1ccc(-c2csc3ncnc(Nc4ccc(OC)c(OC)c4)c23)cc1	6%
CN(C)c1cccc(C(=O)N2CCC(OCCOc3ccc(F)cc3)CC2)c1	u
O=C1CCCCC(Cc2ccccc2)(C(=O)NCc2cccc(C(F)(F)F)c2)N1 (stereo not drawn)	i
Cc1cccc(NC(=O)Cn2c(=O)n(CCC(C)C)c(=O)c3cccnc32)c1	-18%
Cc1ccc(C2Cn3nnc(-c4noc(-c5n[nH]c6c5CCCC6)n4)c3CO2)cc1 (stereo not drawn)	u
CCC(CC)NC(=O)C1Cn2cccc2C(=O)N1Cc1cccnc1 (stereo not drawn)	u
CC(C)(O)CCc1cccc(C(=O)N2CCC(N3CCOC3=O)CC2)c1	-19%
CN1CCN(C(=O)c2cc(COc3ccc(F)cc3F)on2)CC1c1ccccc1 (stereo not drawn)	u
CC1CCCN(CCCNC(=O)c2cc(Sc3ccc(F)cc3)nc3ccccc23)C1 (stereo not drawn)	-2%
O=C(NC1CCc2nn(CC3CC3)c(=O)n2CC1)c1ccc2cc[nH]c2c1 (stereo not drawn)	18%
NC(=O)CN1C(=O)[C@@H]2CN(C(=O)CC3(CC(=O)O)CCCC3)CCN2C1=O	-14%[44.1 µM]
CN1CCCC1c1nc(C2CN(C(=O)CCc3nc4ccccc4s3)C2)no1 (stereo not drawn)	u
COCc1nc(C2CCCN(C(=O)Nc3ccccc3C)C2)no1 (stereo not drawn)	30%
CNC(=O)C(C)(C)N1CCC[C@H]1C(=O)N(C)Cc1ccccc1	i
O=C(Cc1ccc(F)cc1)NC1CCN(c2ccc(F)cc2)C1=O (stereo not drawn)	i
CN1C[C@H](NCc2cccnc2)CCC[C@@H](C(=O)NCc2cc(F)cc(F)c2)CC1=O	13%[44.1 µM]
c1cn(-c2ccc3ncsc3c2)c(-c2cc3n(n2)CCCNC3)n1	0%
Cc1ccc(C)c(N2CCN(S(=O)(=O)c3ccc4c(c3)C(C(C)C)C(=O)N4)CC2)c1 (stereo not drawn)	u
COc1ccc(N2CCN(C3CCCN(CC(=O)N(C)C(C)C)C3)CC2)cc1 (stereo not drawn)	-13%
O=C1c2c(nc(CNc3ccc(OC(F)(F)F)cc3)n2Cc2ccccc2)NCCN1CCN1CCOCC1	5µM*
COC(=O)c1ccc(Nc2nc(-c3ccccc3Cl)nc3ccccc23)cc1	u
CN(CCc1ccccn1)[C@H]1[C@@H]2OC[C@@H](O2)[C@@H](NCc2ccc(F)cc2)[C@@H]1O	i
C=C[C@H]1CN2CC[C@H]1C[C@@H]2CNC(=O)CSCC(=O)O	10%[44.1 µM]
O=C(Nc1ccc(=O)n2c1[C@@H]1C[C@@H](CN(S(=O)(=O)c3ccccc3)C1)C2)c1ccccc1	-22%
Cc1nc(-c2ccccc2)cc([C@H]2CN3CC[C@H]2C[C@@H]3CNC(=O)C2CCC2)n1	i
CCOC(=O)c1cccc(NC(=O)c2oc3c(c2C)-c2[nH]ncc2CC3)c1	-8%
CNC(=O)[C@@H]1CN(C(=O)c2ccc(C(C)(C)C)cc2)C[C@H]1CO	10%
CCNC(=O)NCC(=O)N1CCCCCNC(=O)CC1c1ccccc1 (stereo not drawn)	10%
CN1CC(=O)N(C2CCCNC2)Cc2c(NC3CCC3)ncnc21 (stereo not drawn)	6%
CCOc1ccc(CNC(=O)CCc2c(C)nn(-c3ccc(N4CCOCC4)nn3)c2C)cc1	14%
Cc1ccc(C(=O)N2CCN(C(=O)N3CC4CC(C3)[C@H]3CCCC(=O)N3C4)CC2)s1 (stereo partly drawn)	5%
O=C(CSc1nncn2c1cc1sccc12)Nc1ccccc1C(F)(F)F	-9%
COCCN1C(=O)CS(=O)(=O)C12CCN(C(=O)c1ccc(OC)cc1OC)CC2	-6%
COCCc1noc(-c2nnn3c2COC(c2ccc(F)cc2)C3)n1 (stereo not drawn)	i
O=C(O)Cn1ccc2cc(OCCc3cccc(-c4ccc(F)cc4F)c3)cnc21	i
CS(=O)(=O)c1ccc(CN2C[C@H](O)C[C@H]2c2nc(-c3ccc(F)cc3)no2)cc1	i
CC(C)N1CCN(C(=O)C2CCCCC(=O)N2C)CC1 (stereo not drawn)	-2%
COc1ccc(-c2cc(CC3(NCCC(C)C)COC3)no2)cc1	u
O=C(O)CNC(=O)CNC(=O)Cn1nc2c(cc1=O)CCCC2	-6%
COc1ccccc1CNC(=O)c1ccc(N2Cc3cccc(OC)c3Oc3ncccc32)s1	u
O=C(Nc1cccc(F)c1)c1cc(-c2ccc[nH]2)n[nH]1	i
Cc1ccccc1NCc1cccn1-c1nnc(N2CCC(C)CC2)s1	u
O=C(O)c1ccc(NC(=O)c2cn(-c3ccccc3)nc2-c2ccc(Br)cc2)cc1	u
Cc1ccc(CN2CCn3c(nn(-c4ccc(C(F)(F)F)cc4)c3=O)C2)cc1	u
CN1CCN(C(=O)c2ccc3c(c2)N(Cc2ccc(F)cc2)C(=O)c2ccccc2S3(=O)=O)CC1	u
COCc1nc(C2CCCN(C(=O)c3ccnn3C)C2)no1 (stereo not drawn)	37%[activator]
N#Cc1cccc(C(=O)N2CCCN(S(=O)(=O)c3ccccc3)CCC(=O)NCC2)c1	9%
CCc1cccc(NC(=O)N(C)CC2CCOC2)c1 (stereo not drawn)	7%[5.79 µM]
CN(c1ccccc1)c1cc(=O)c2ccnc(-c3cccnc3)c2o1	-21%[44.1 µM]
CCOc1ccccc1NC(=O)c1c(NCc2ccc(OC)c(OC)c2OC)sc2c1CCC(C)C2 (stereo not drawn)	i
Cc1nc(CCNC(=O)CC(C)C)no1	19%
C=CCNC(=O)[C@@H]1Cc2cn(CC=C)c3cccc(c23)[C@H](CC(C)C)N1	14µM*

Next part
SMILES	Pf Dd2 inh
O=C1[C@@H]2C[C@@H](O)CN2C2(CN(Cc3c[nH]c4ccccc34)C2)C(=O)N1Cc1cccc(Cl)c1	u
c1cncc(C(CNc2ncncn2)N2CCOCC2)c1 (stereo not drawn)	5%
Cc1cccc(-c2ocnc2C(=O)N2CCC3(CCC(=O)N(CC4CC4)CC3)CC2)c1	i
CCC(CC)C(=O)N1c2ccccc2C(C)(c2ccccc2)CC1(C)C (stereo not drawn)	u
COCCNC(=O)[C@@H]1C[C@@H](O)CN1C1CCN(C(=O)CN2CCCCCC2)CC1	-8%
COc1cccc(CN2CCn3c(nnc3[C@@H]3C[C@@H](O)CN3C)C2)c1	-14%
O=C(CN1N=C(c2ccc(Cl)cc2)CCC1=O)NCCc1ccc(Cl)cc1	6%
O=C(Nc1cc2c(cc1C(=O)c1ccc(Br)cc1)OCCO2)c1ccc(Cl)cc1	7%
NC(=O)[C@H]1C[C@@H](O)[C@H](O)[C@H]2[C@@H]1SC(=Nc1ccccc1)N2Cc1ccccc1	-13%[44.1 µM]
Cc1nn(CCCC(=O)NCc2cccc(F)c2)c(=O)c2nn(-c3ccccc3)c(C)c12	i
COc1ccc(Cn2c(C3CCN(C(=O)c4ccccc4)CC3)n[nH]c2=O)cc1	27%
COc1ccc(-n2nc(C3CCN(C(=O)c4ccccc4)CC3)[nH]c2=O)cc1	-21%
COc1nc2c(cc1CNC(=O)C1CCOC1)C(=O)N(CCc1ccccn1)C2 (stereo not drawn)	1%
CCCc1nnc(NC(=O)C2CC(=O)N(c3n[nH]c4cc(Br)ccc34)C2)s1 (stereo not drawn)	-11%
C[C@H]1[C@@H]2[C@H]3OC(=O)[C@@H](C)[C@@H]3CC[C@@]2(C)CC[C@@H]1NC(=O)Nc1cccc(F)c1	i
OC(c1nc(Nc2ccc(N3CCOCC3)cc2)n[nH]1)C1CC1 (stereo not drawn)	2%[44.1 µM]
O=C(c1cc(F)cc(F)c1)N1CCC(Cc2nc(-c3ccccc3)no2)CC1	i
CN1CCN(CCCNC(=O)Cn2c(-c3cccs3)cc3cc(Cl)ccc32)CC1	13µM*
Cc1nn(CC(=O)Nc2cc(F)ccc2F)c(=O)c2cccn12	16%
COc1ccc(CNC(=O)Cc2c(C)c3cc4c(C)coc4cc3oc2=O)cc1OC	i
CCOc1ccccc1NC(=O)c1c(NCc2cccs2)sc2c1CCCCC2	u
O=C([C@H]1C[C@@H](F)CN1S(=O)(=O)c1ccccc1F)N1CCOCC1	53%[activator]
COc1ccc(C2(C(=O)N3CCC(Cc4nc(-c5ccccc5)no4)CC3)CC2)cc1	i
Cc1noc(-c2cn(C3CCN(C(=O)c4ccc(C)s4)CC3)nn2)n1	i

For convenience, part of the list above.
SMILES	Pf Dd2 inh
O=C(CCc1ccccc1)N1C[C@@H](CO)[C@H](c2nc(C3CC3)no2)C1	u
CCC(C(=O)N1CCN(c2cc(C)ccc2C)CC1)n1nc(C)n2c(cc3occc32)c1=O (stereo not drawn)	-4%
COCCN1CCCCCC(O)c2cc(C(=O)NCCc3ccncc3)ccc21 (stereo not drawn)	-3%
Cc1ccc(-c2nn3c(=O)cc(CN4CCN(C(=O)Nc5cccc(C(F)(F)F)c5)CC4)nc3s2)cc1	-19%
CN1CCCCCCN(C(=O)c2ccccn2)[C@H]2CCC[C@H]2C1=O	0%
CN(CC1CCOCC1)C(=O)Nc1cccc(Br)c1	14%
COCCNC(=O)[C@@H](C)C1CCc2c(C)cc(OC)c(C)c2[C@@H]1O (stereo partly drawn)	23%[44.1 µM]
COc1ccc(-c2csc3ncnc(Nc4ccc(OC)c(OC)c4)c23)cc1	6%
CN(C)c1cccc(C(=O)N2CCC(OCCOc3ccc(F)cc3)CC2)c1	u
O=C1CCCCC(Cc2ccccc2)(C(=O)NCc2cccc(C(F)(F)F)c2)N1 (stereo not drawn)	i
Cc1cccc(NC(=O)Cn2c(=O)n(CCC(C)C)c(=O)c3cccnc32)c1	-18%
Cc1ccc(C2Cn3nnc(-c4noc(-c5n[nH]c6c5CCCC6)n4)c3CO2)cc1 (stereo not drawn)	u
CCC(CC)NC(=O)C1Cn2cccc2C(=O)N1Cc1cccnc1 (stereo not drawn)	u
CC(C)(O)CCc1cccc(C(=O)N2CCC(N3CCOC3=O)CC2)c1	-19%
CN1CCN(C(=O)c2cc(COc3ccc(F)cc3F)on2)CC1c1ccccc1 (stereo not drawn)	u
CC1CCCN(CCCNC(=O)c2cc(Sc3ccc(F)cc3)nc3ccccc23)C1 (stereo not drawn)	-2%

(cont.)
SMILES	Pf Dd2 inh
Cc1cn2c(=O)cc(COC(=O)c3ccc(NC(=O)c4ccc(F)cc4)cc3)nc2s1	i
COC(=O)c1ccc(COC(=O)C2=CN(C)S(=O)(=O)N=C2C)o1	4%
COc1ccc(C(=O)NNc2ncnc3c2cnn3-c2ccc(C)c(Cl)c2)cc1	31%[activator]
CCOc1ccc(C(=O)Nc2c(C(=O)Nc3ccccc3OC)oc3ccccc23)cc1OCC	15%
COc1ccc([C@H]2C[C@@H](O)[C@@H](O)[C@@H]2NS(=O)(=O)c2cccc(C#N)c2)cc1	i
CCc1cccc(NC(=O)N2CCCC(c3noc(COc4ccccc4)n3)C2)c1 (stereo not drawn)	u
CC1=C[C@@H](CO)[C@H](C(C)C)C[C@H]1Cc1nnc(C(C)(C)C)o1	u
COc1ncccc1-c1csc(CN2CCCC(C)(NC(C)=O)C2)c1 (stereo not drawn)	i
O=C(Cc1c(F)cccc1Cl)NC1CCN(c2cc(-c3ccc(F)cc3)[nH]n2)CC1	i
CC(C)C12CN3CC(C(C)C)(CN(C1)C3c1ccc(OCc3ccccc3)cc1)C2=O (stereo not drawn)	46%[activator]
CCc1ccc(CN2CCC(CNC(=O)c3ccc(C)nc3)C2)nc1 (stereo not drawn)	u
COC[C@@H]1CN(C(=O)c2ccc(C#N)cc2)C[C@H]1c1nc(C)no1	20%
O=C(c1cnccn1)N1CCC([C@@H]2CNC[C@H]2CO)CC1	8%
Cc1ccc(OCC(=O)Nc2ccc(Cl)c(-c3nc4ncccc4o3)c2)cc1C	u
COc1ccc(Cc2nnc(C(=O)NCCCN3CCN(c4ccccc4F)CC3)o2)cc1OC	u
COc1ccc(CCC(=O)N2C[C@@H](Oc3ccccc3)C[C@H]2C(=O)N2CCOCC2)cc1	-5%
CC1(C)C(=O)N(Cc2ccccc2)[C@H]2CN(Cc3cccc(OC(F)(F)F)c3)C[C@@H]2[S+]1(=O)[O-]	-12%
CCOc1ccc(NC(=O)N2CC(c3nnc(-c4ccncc4)o3)C3(CCOCC3)C2)cc1 (stereo not drawn)	-11%
CC(C)(C)CN1CCNC(=O)C1CC(=O)O (stereo not drawn)	0%
CN(CCC1CCOCC1)Cc1ccccc1OCC(O)CN1CCSCC1 (stereo not drawn)	-12%
COCCn1c(C)nnc1-c1cc(-c2cccc(CO)c2)ccn1	-25%[44.1 µM]
Cc1cccc(-n2nc(C)c(C(=O)Nc3cc(C)ccc3C)c2-n2cccc2)c1	-14%
O=C(CCC1CCN(c2cc(NC3CC3)ncn2)CC1)N1CCN(c2ccccc2F)CC1	-10%
Nc1c(C(=O)Nc2ccc(OC(F)(F)F)cc2)sc2nc(-c3ccncc3)ccc12	i
COC(=O)CNC(=O)C1CCN(C(=O)C2CN(c3cccc(OC)c3)C(=O)N2)C1 (stereo not drawn)	-10%&12%
